Compound activity (PubChem BioAssay)
ALOX12 inh: inhibitors of human 12S-lipoxygenase ALOX12; P18054; purified 12hLO, xylenol orange hydroperoxide absorbance; Potency, µM (top dose mostly 108 µM), for inactives: at the top dose activity change, negative = inhibition, most hits filed as inhibitors; 580,000 compounds, 1.1% hits; active means well fitted inhibition curve with a large enough effect; inconclusive means small, poorly fitted or top-dose-only effect, or another doubt; inactive means no such curve, though single readings can be large or run the other way
Target sequence (P18054 whole entry, looked up): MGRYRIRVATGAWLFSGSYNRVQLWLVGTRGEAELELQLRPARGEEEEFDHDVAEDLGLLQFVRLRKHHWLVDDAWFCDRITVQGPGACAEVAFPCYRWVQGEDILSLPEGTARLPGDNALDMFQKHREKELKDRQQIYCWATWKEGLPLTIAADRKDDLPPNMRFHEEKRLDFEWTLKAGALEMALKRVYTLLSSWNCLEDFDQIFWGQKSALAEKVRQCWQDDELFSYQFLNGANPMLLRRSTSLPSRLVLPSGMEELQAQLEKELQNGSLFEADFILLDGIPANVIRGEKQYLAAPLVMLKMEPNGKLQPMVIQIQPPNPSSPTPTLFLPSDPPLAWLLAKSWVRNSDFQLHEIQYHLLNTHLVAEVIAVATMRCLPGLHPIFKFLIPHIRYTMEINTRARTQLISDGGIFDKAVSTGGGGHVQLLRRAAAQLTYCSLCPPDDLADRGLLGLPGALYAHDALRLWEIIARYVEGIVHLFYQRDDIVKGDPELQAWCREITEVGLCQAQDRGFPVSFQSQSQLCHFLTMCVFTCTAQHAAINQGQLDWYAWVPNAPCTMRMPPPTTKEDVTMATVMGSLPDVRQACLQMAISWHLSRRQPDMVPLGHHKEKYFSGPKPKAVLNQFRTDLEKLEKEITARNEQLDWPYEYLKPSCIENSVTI
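Hydroperoxide product was detected by ferrous iron/xylenol orange as the 573 to 405 nm absorbance ratio. Arachidonic acid at 40 uM (final) was turned over for 30 min at room temperature by 150 nM human 12hLO, pH 7.0 Hepes buffer, after 15 min compound preincubation.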
Numbers without * were called inactive; ? = inconclusive; & = joins results of further samples; [ ] = remark or other dose. On the % scale 0 is the no-effect control and ±100 the full control effect; potency means the concentration at half of the fitted maximal effect.

cpd	SMILES	ALOX12 inh
1	CC(C)CC(=O)N1CCC(CC(=O)NCc2ccccc2)C1 (centres undefined)	-4.8%
2	Cn1cc(-c2cnc3[nH]cc(CC(=O)NC4CCC4)c3c2)cn1	-23.1%[176 µM]
3	COc1ccccc1CN1C[C@@H](CO)[C@H](c2ccccn2)C1	52.4%[activator]
4	Cn1cncc1CN1CCC2(CCN(C3CCOCC3)CC2)C(CO)C1 (centres undefined)	11.6%
5	CCn1ccnc1CN1CCCC(CO)(Cc2cccc(Cl)c2)C1 (centres undefined)	67.3%[activator]
6	c1cncc(CN2CCC(OC3CCN(Cc4ccncc4)CC3)CC2)c1	77.1%[activator]
7	Cc1ccc(C(=O)N2CCN(C(=O)c3nnn4c3COC(c3ccccc3)C4)CC2)cc1C (centres undefined)	13.7%
8	CNC(=O)c1cnn2c1CN([S+](C)(=O)[O-])CC2	-0.2%[12.5 µM]
9	CCOC(=O)C1(Cc2ccc(F)cc2F)CCCN(C(=O)Nc2ccc3c(c2)OCO3)C1 (centres undefined)	11.2%
10	Cn1ccc(Nc2ccc3nnc(-c4ccccn4)n3n2)n1	0.8%[176 µM]
11	O=C(c1ccccn1)N1CC(F)(F)C[C@H]1c1nc(-c2ncccn2)no1	1.5%
12	CC12CCC(=O)C=C1CCC1C2C(O)CC2(C)C1CCC2(O)C(O)CO (centres undefined)	8.8%
13	CNC(=O)c1noc([C@@H]2CC(F)(F)CN2Cc2cccn2C)n1	-2.9%
14	CC(=O)Nc1cccc(-c2cc(C(=O)NCc3c(C)cc(C)[nH]c3=O)c3c(c2)N(C(C)C)CCO3)c1	76.5%[activator]
15	CCOC(=O)CCNC(=O)N1C[C@@H](Oc2cccnc2)C[C@H]1C(=O)N1CCOCC1	35.9%
16	CNC(C)c1cccc(C(F)(F)F)c1 (centres undefined)	-7.4%[12.5 µM]
17	CN(C)C[C@@H]1CN(Cc2cccnc2)C[C@H]1NC(=O)c1ccc2c(c1)OCO2	16.1%
18	COc1cc(CN2CCC3(CC2)Cc2ccccc2CNC3=O)ccc1F	3.6%[6.33 µM]
19	Cc1cnc(C(=O)N2CCc3nnc([C@@H]4C[C@@H](O)CN4C)n3CC2)cn1	10.1%
20	O=C1CCN(C(=O)CCc2c[nH]c3ccccc23)CCCCCCN1	42.5%[activator]
21	CCc1c(-c2cccc(Cl)c2)ncn1CCc1ccccc1OC	-9.2%
22	C[S+](=O)([O-])N1Cc2ccccc2OC2(CCN(C(=O)CCc3ccc(O)cc3)CC2)C1	5.2%[6.33 µM]
23	Cc1ccc(-c2ccc3nnc(CNC(=O)c4cc(C)ccc4C)n3n2)cc1	5.6%
24	COc1ccc(C(=O)N2CCN(c3cc(C(F)(F)F)ncn3)CC2)cc1OC	-7.4%
25	COCc1nc(C2CCCN(C(=O)c3cccc(C)c3)C2)no1 (centres undefined)	30.2%[activator]
26	COc1ccc(CN2C=C(C(=O)OCc3nc(-c4cccc(OC)c4)no3)C(C)=NS2(=O)=O)cc1	47.3%[activator]
27	CC(C)(C)c1ccc(-c2cc(C[C@H]3CNCC[C@H]3CC(=O)NCc3cccnc3)no2)cc1	28.2µM*
28	COc1ccccc1CC(=O)N1CC[C@@H]2NC(=O)[C@H]3C[C@H](NC(=O)C4CCCC4)CN3C(=O)[C@H]21	15.2%
29	COCCn1c(=O)n([C@H]2CCCN(C(=O)c3cccc4nccnc34)C2)c2ncccc21	-6.1%
30	O=C1NCN(Cc2ccc(Cl)cc2)C12CCN(Cc1ccc(F)cc1)CC2	34.4%
31	COc1ccccc1CN[C@H]1CC(C)(C)[C@@H]2C[C@@](C)(O)CC[C@]12CCC(=O)NC1CC1	35.0%[activator][176 µM]
32	C[C@H]1[C@@H](NS(=O)(=O)c2ccc([N+](=O)[O-])cc2[N+](=O)[O-])CC[C@@]23CCCN2C(=O)CCC[C@@H]13	?
33	COc1ccc(-c2cn3c(n2)CO[C@@H](CNCc2ccc(Cl)cc2)C3)cc1	8.91µM*
34	COc1ccccc1N1CCCc2ncc(C(=O)Nc3ccc4[nH]ccc4c3)cc21	-20.6%[176 µM]
35	CC(C)(C)CN1CCC2(CC1)COc1ccccc1[S+](=O)([O-])N2	11.9%[6.33 µM]
36	O=C(c1nnc(COc2cccc(N3CCOCC3)c2)n1Cc1ccccc1)N1CCC[C@@H]1c1ccc(Br)cc1	?
37	CC(C)CN1C(=O)CO[C@H](c2ccc(NC(=O)C(C)C)cc2)[C@H]1CO	86.2%[activator][176 µM]
38	Cn1ncc2c(N[C@@H](Cc3ccccc3)C(N)=O)nc(-c3ccncc3)nc21	14.7%
39	O=C(NC[C@H]1OC[C@@H](N(Cc2ccccc2F)Cc2ccccc2F)[C@@H]1O)c1ccccc1	5.1%
40	O=C(NCC1CC1)c1noc(-c2ccc[nH]c2=O)n1	51.6%[activator]
41	Cc1cccc(NC(=O)C2c3ccccc3C(=O)N(CC(C)C)C23CCCC3)n1 (centres undefined)	28.7%
42	O=C(c1[nH]nc2c1COc1ccccc1-2)N1CCCC(Cc2nc(C3CCOCC3)no2)C1 (centres undefined)	37.2%
43	CN(Cc1cccn1C)[S+](=O)([O-])c1cccs1	44.4%[activator][176 µM]
44	Cc1ccc(-c2nnc(C3CN(C(=O)CC4CCCCC4)CC34CCOCC4)o2)cc1 (centres undefined)	31.0%
45	COc1cc(CN2CCC3(CC2)CC3C(=O)Nc2ccc3sc(C)nc3c2)ccc1F (centres undefined)	-1.2%
46	CC(NC(=O)COc1ccccc1)C(=O)N1CCN(c2ccccn2)CC1 (centres undefined)	-9.8%
47	CN(C)C(=O)N1CCCn2nc(CNC(=O)c3sccc3N)cc2C1	33.7%[activator]
48	CCc1ccc(N2CC(c3noc(-c4ccc(N(C)C)cc4)n3)CC2=O)cc1 (centres undefined)	30.7%
49	COc1ccc(C(=O)N[C@@H]2CCC[C@@H]2C(=O)N2CCN(C(=O)c3ccco3)CC2)cn1	16.6%
50	CC(=O)Nc1ccc(CN2CCCC3(CN[S+](=O)([O-])c4ccccc4N3)C2)cc1 (centres undefined)	67.9%[activator]

Continued:
cpd	SMILES	ALOX12 inh
51	O=C(c1ccccc1)N1Cc2ccccc2CC2(CCCN2CC2CCNC2)C1 (centres undefined)	-1.9%[6.33 µM]
52	Cn1cccc1C(=O)N1CCC(N2C(=O)C(O)C23CCCCC3)CC1 (centres undefined)	17.5%
53	COC(=O)c1ccc2nc(C[C@@H]3C[C@@H](C(C)C)[C@H](CNC(=O)C4CCC4)C=C3C)[nH]c2c1	100.4%[activator]
54	Fc1ccc2nc([C@H]3CCN(Cc4ncc[nH]4)C3)[nH]c2c1	107.0%[activator][176 µM]
55	O=C(NC1CCCCC1)N1CCC(c2nc(C3CCOCC3)no2)CC1	28.1%
56	COCCCNC(=O)C(NC(=O)C1CC1)C1CCN(C(=O)c2ccc(C)cc2)CC1 (centres undefined)	58.0%[activator]
57	NCc1cccc(-c2ccc(F)cc2F)c1	5.7%[12.5 µM]
58	COCCNc1cc(-c2cncc(C(=O)N3CCOCC3)n2)c2cc[nH]c2n1	60.3%[activator]
59	COc1ccc2c3c([nH]c2c1)[C@@H](CO)N(C(=O)c1ccccc1)CC31CN(C(=O)CC2CC2)C1	?
60	COCC(=O)N1CCOC[C@H](Oc2ccc(C(F)(F)F)cn2)C1	38.7%[activator][176 µM]
61	Cc1cc(Oc2ccc3c(-c4ccccn4)noc3n2)ccc1F	?
62	O=C1NCCCCCN(S(=O)(=O)c2ccc3c(c2)CCC3)[C@H]2CCCC[C@@H]12	23.4%
63	COc1ncccc1CNC[C@H]1Cn2c(-c3ccc(Cl)cc3)cnc2CO1	30.9%[activator][176 µM]
64	Cc1ccccc1OCc1nc(C2CCOC2)no1 (centres undefined)	-9.9%
65	Cc1ccc(S(=O)(=O)NCC2(C)CCOCC2)c(C)c1	-2.2%
66	CN(C)C(=O)c1cc(Br)cn2ccnc12	-5.5%&17.7%[176 µM]
67	NCc1cccc(-c2cccs2)c1	49.7%[activator][176 µM]
68	CCC(C(=O)N1CCN(c2ccccc2)C(=O)C1)N1Cc2ccccc2C1=O (centres undefined)	29.8%
69	CC1(c2cccnc2)N(Cc2ccccc2)C(=O)OC12CCN(C(=O)c1cnccn1)CC2 (centres undefined)	-25.9%
70	c1cncc(CN2CC[C@H](c3nc4ccccc4[nH]3)C2)c1	52.3%[activator][176 µM]
71	CCc1cnc(C)nc1N1CCN(Cc2ccccc2F)C(CCO)C1 (centres undefined)	40.5%[activator]
72	O=C1NCCCCCCN(C(=O)COc2ccccc2)[C@H]2CCCC[C@@H]12	52.3%[activator]
73	O=C(c1cnc2c(c1)N([S+](=O)([O-])c1cccnc1)CCC2)N1CCC[C@@H]1c1ccc(F)cc1	48.5%[activator]
74	O=c1[nH]c(C2CCCN(CC3CCCC3)C2)nc2ccc(F)cc12 (centres undefined)	29.8%
75	COCCN1C(=O)[C@H]2CN(Cc3cccc(OC(F)(F)F)c3)C[C@H]2C1=O	4.1%
76	COc1cccc(N2C(=O)NC(=NC3CCCCC3)C23CCCN(Cc2ccsc2)C3)c1 (centres undefined)	13.0%[6.33 µM]
77	O=C1C[C@H]2CC[C@@H](CN1)N2Cc1ccc(OCc2ccccc2)cc1	81.2%[activator]
78	COc1ccc(Cl)cc1C(=O)NCc1nnc2ccc(-c3ccc(Cl)cc3)nn12	23.3%
79	COC[C@H]1CCCN1C(=O)[C@@H](C)C1CC[C@@]2(C)CC[C@H](NC(=O)c3cncnc3)[C@@H](C)[C@@H]2[C@H]1O (some centres undefined)	5.0%
80	O[C@@H]1C[C@@H](c2nc(-c3ccccc3)no2)N(Cc2cc3ccccc3o2)C1	2.9%[176 µM]
81	CCN1CCN(c2ncnc3c2CN(C2CCC2)C(=O)CN3C)CC1	33.5%[activator]
82	COC(=O)N1Cc2ccnnc2CC1c1ccccc1-c1ccc(OC)cc1 (centres undefined)	-28.7%
83	COc1cccc(CC(=O)N2CCc3nn(C)c(=O)n3CC2)c1	9.0%
84	COc1ccc(CCN(Cc2ccccn2)C(=O)[C@H]2CCC[C@H](O)C2)cc1	44.4%[activator]
85	Cn1c(=O)[nH]cc(CC(=O)N2CCn3nc(Cc4ccccc4)cc3C2)c1=O	-3.1%
86	Cn1cc(C(NC(=O)c2ccc3c(c2)ncn3CCO)C2CC(O)C2)cn1 (centres undefined)	29.8%
87	CCn1ncc(N2CCCC(CC(=O)NCc3ccc(Cl)cc3)C2)cc1=O (centres undefined)	-2.7%
88	COC[C@@H]1CN(C(=O)c2ccoc2)C[C@H]1c1ccncc1	16.3%
89	COc1ccc(C(=O)N[C@H]2[C@H](O)[C@H](O)C[C@@H]2c2ccc(C(F)(F)F)nc2)cc1OC	24.6%[176 µM]
90	CCCCN1C(=O)C(CC(=O)NC2CCCC2)CC(C(=O)N2CCCCCC2)=C1C (centres undefined)	11.0%
91	CCN(Cc1ccc(C)o1)C(=O)c1cccc(CCC(C)(C)O)c1	0.0%
92	O=C([C@@H]1C[C@H](F)CN1C(=O)c1cccs1)N1CCOCC1	40.6%[activator]
93	CC(=O)NC[C@H]1CCN(Cc2ccc(C#N)cc2)C[C@H]1N(C)C	69.8%[activator]
94	O=C1NCCCCCCN(Cc2ccc(C(F)(F)F)cc2)[C@H]2CCC[C@@H]12	127.1%[activator]
95	O=C(Nc1cccc(F)c1)N1Cc2[nH]cnc2C[C@H]1c1nc(-c2ccccc2)no1	14.1%[176 µM]
96	COCCn1cnc2ccc(-c3ccnn3C)nc2c1=O	-3.8%[176 µM]
97	CCN1C(=O)C2CC3(CCN(C(=O)c4ccc(Cn5cncn5)o4)CC3)CN2C1=O (centres undefined)	23.0%
98	CCC1Oc2ccc(NC(=O)Cc3cccs3)cc2CN(C2CCCc3ccccc32)C1=O (centres undefined)	46.6%[activator]
99	COc1ccc(NC2CCCN(C(=O)C(=O)CC(C)C)C2)cc1OC (centres undefined)	-9.5%
100	Cc1cc(S(=O)(=O)N2C[C@@H](F)C[C@H]2C(=O)N2CCc3ccccc3C2)ccc1F	?

ALOX12 inh: what is marked active above.
cpd	SMILES	ALOX12 inh
27	CC(C)(C)c1ccc(-c2cc(C[C@H]3CNCC[C@H]3CC(=O)NCc3cccnc3)no2)cc1	28.2µM*
33	COc1ccc(-c2cn3c(n2)CO[C@@H](CNCc2ccc(Cl)cc2)C3)cc1	8.91µM*

3 compounds already listed, sorted by their value in ALOX12 inh, descending:
cpd	SMILES	ALOX12 inh
83	COc1cccc(CC(=O)N2CCc3nn(C)c(=O)n3CC2)c1	9.0%
91	CCN(Cc1ccc(C)o1)C(=O)c1cccc(CCC(C)(C)O)c1	0.0%
85	Cn1c(=O)[nH]cc(CC(=O)N2CCn3nc(Cc4ccccc4)cc3C2)c1=O	-3.1%

(list continues)
cpd	SMILES	ALOX12 inh
101	CN1CCC(C(=O)N2Cc3ccccc3CC3(CCN(Cc4ccccn4)C3)C2)CC1 (centres undefined)	21.4%
102	Nc1ncc(Br)nc1NC1CCOCC1	-1.5%
103	C=CCN1C(=O)c2n[nH]c(C(C)C)c2C1c1ccc2c(c1)OCO2 (centres undefined)	11.0%
104	Cc1ccc(CN2CCc3nc(C4CC4)nc(-c4ccc(O)cc4)c3CC2)cc1	?
105	CCCn1ncc(-c2nc(Cc3cccs3)nn2CC(=O)O)c1C	13.5%
106	C=CCCC1CN(Cc2ccc(OC)cc2)S(=O)(=O)c2c(Oc3ccc(OC)cc3)cccc2O1 (centres undefined)	17.4%
107	OC(c1ccccc1)(c1ccccc1)C1CCN(CCCOc2cccnc2)CC1	-40.7%

Three entries drawn at random from those above, as already listed:
cpd	SMILES	ALOX12 inh
105	CCCn1ncc(-c2nc(Cc3cccs3)nn2CC(=O)O)c1C	13.5%
103	C=CCN1C(=O)c2n[nH]c(C(C)C)c2C1c1ccc2c(c1)OCO2 (centres undefined)	11.0%
101	CN1CCC(C(=O)N2Cc3ccccc3CC3(CCN(Cc4ccccn4)C3)C2)CC1 (centres undefined)	21.4%

Some of the compounds tested; count on the stated rates, not on these rows.
